Screens: PubChem BioAssay, National Center for Advancing Translational Sciences (NCATS)
EPAC2 antag = qHTS for Antagonist of cAMP-regulated guanine nucleotide exchange factor 2 (EPAC2): primary screen; Potency, µM (doses to about 114 µM), for the others: at the top dose activity, negative = inhibition, most hits filed as inhibitors; Rap guanine nucleotide exchange factor 4 (Homo sapiens), Q8WZA2; EPAC2 GEF exchange of Rap1B-BODIPY-GDP, fluorescence; AID 720708, 2013; actives 0.18% (n = 360,000); also: potency is read from the fitted curve at half-maximal effect; % is scaled to controls: 0 for no effect and ±100 for the full control effect; nearly all actives have a fitted effect of over 45% in size; many of its hits are not listed in these tables
PLK1 PBD inh = qHTS for Inhibitors of PLK1-PDB (polo-like kinase 1 - polo-box domain): Primary Screen; actives 2.8% (n = 360,000); Serine/threonine-protein kinase PLK1 (Homo sapiens), P53350; Plk1 PBD binding of FITC phosphopeptide, fluorescence polarization; Potency, µM, inactives show max response, negative = inhibition, actives largely listed as inhibitors; also: potency is read from the fitted curve at half-maximal effect; series mostly up to about 57 µM; % is scaled to controls: 0 for no effect and ±100 for the full control effect; nearly all actives have a fitted effect of over 65% in size
Target sequence (P53350 whole entry, looked up, the tested form may be a part): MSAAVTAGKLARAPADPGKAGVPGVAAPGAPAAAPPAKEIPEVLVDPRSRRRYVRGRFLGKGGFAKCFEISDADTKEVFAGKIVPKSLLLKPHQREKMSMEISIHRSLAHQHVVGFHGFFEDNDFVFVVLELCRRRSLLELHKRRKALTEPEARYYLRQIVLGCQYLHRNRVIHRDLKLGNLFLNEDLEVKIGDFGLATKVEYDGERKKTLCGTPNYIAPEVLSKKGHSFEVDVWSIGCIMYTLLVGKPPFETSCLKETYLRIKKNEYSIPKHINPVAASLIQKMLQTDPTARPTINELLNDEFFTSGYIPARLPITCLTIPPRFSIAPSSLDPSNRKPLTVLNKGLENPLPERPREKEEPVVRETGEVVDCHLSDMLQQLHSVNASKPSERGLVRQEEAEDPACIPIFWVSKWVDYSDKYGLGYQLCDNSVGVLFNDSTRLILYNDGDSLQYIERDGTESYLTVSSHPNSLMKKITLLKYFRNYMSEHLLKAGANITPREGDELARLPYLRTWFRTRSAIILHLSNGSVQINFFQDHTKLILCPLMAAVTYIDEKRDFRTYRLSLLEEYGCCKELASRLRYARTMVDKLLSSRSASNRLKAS
MmCpn inh = Inhibitors of TCP-1 ring complex (TRiC) of Methanococcus maripaludis (MmCpn): qHTS; actives 0.031% (n = 330,000); Chaperonin Mm-Cpn (Methanococcus maripaludis); Potency, µM (series often up to 76.9 µM), inactives show at the highest dose activity, negative = inhibition, most hits filed as inhibitors; AID 504842, 2011; purified Mm-Cpn ATPase, ADP Transcreener TR-FRET; also: potency is read from the fitted curve at half-maximal effect; % is scaled to controls: 0 for no effect and ±100 for the full control effect; nearly all actives have a fitted effect of over 80% in size
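Quantitative HTS used 25 nM Mm-CPN and 10 uM ATP in magnesium/KCl Tris buffer, pH 7.4, with 1 mM DTT. Hydrolysis ran 30 min at 37°C; ADP was read by HTRF.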
PI5P4K alpha inh = qHTS for Inhibitors of phosphatidylinositol 5-phosphate 4-kinase (PI5P4K). Phosphatidylinositol 5-phosphate 4-kinase type-2 alpha (Homo sapiens), P48426. PI5P4Kalpha enzyme, ADP-Glo luminescence, 60 min; stronger effect = lower value. max response, %. actives 1.2% (n = 330,000); active = max response of -50% or lower; inconclusive = between -30% and -50%; inactive = -30% or higher; also: value at the top dose of about 77 µM; % is scaled to controls: 0 for no effect and ±100 for the full control effect
Target sequence (P48426 whole entry, looked up): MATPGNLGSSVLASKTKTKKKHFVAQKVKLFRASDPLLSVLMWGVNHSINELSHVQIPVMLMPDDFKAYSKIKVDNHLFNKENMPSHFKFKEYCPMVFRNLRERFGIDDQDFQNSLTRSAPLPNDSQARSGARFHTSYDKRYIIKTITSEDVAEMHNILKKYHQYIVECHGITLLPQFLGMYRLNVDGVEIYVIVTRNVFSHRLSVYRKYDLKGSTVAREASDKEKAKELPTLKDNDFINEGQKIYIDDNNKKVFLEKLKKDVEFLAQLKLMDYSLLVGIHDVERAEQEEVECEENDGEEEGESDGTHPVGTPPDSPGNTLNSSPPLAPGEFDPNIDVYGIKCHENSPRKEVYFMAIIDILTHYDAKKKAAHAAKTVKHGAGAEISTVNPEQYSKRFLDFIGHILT
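Luminescence from ADP-Glo served as readout of PI5P4Kalpha activity in a qHTS format. Reaction: enzyme, substrate, compound, ATP at 5 microM final, 60 min at RT.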
CCT chaperon mod = High-Throughput Screening for Modulators of Cytosolic Chaperonin Activity; purified chaperonin ATPase assay, HTRF ADP detection, 30 min; activity change, % (no concentration beside the values), hits read low; actives 0.3% (n = 360,000); in the data active = activity change below about -30%; also: % is scaled to controls: 0 for no effect and ±100 for the full control effect
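ATPase activity: ADP formed was measured by HTRF Transcreener (665/615 nm ratio) after 30 min at 37 deg C with 10 uM ATP. Compounds screened at one 76 uM concentration against 40 or 20 nM TRiC in Tris pH 7.4/KCl/MgCl2/DTT buffer.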
EPAC1 agonist = qHTS for Agonist of cAMP-regulated guanine nucleotide exchange factor 3 (EPAC1): primary screen; Potency, µM (top dose mostly 154 µM), for inactives: at the highest dose activation, most hits filed as activators; actives 0.073% (n = 360,000); EPAC1 agonist qHTS, biochemical assay; response scale: 100% = response to 6.5 mM cAMP; Rap guanine nucleotide exchange factor 3 (Homo sapiens), O95398; also: potency is read from the fitted curve at half-maximal effect; nearly all actives have a fitted effect of over 60% in size
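Fluorescent GDP-exchange assay: 100 nM EPAC1 with 250 nM Rap1B preloaded with BODIPY-GDP and 50 uM GDP; compounds tested as concentration series, 5 min at room temperature, then read every 5 min for 30 min (ex 480/em 540 nm); normalized to 6.5 mM cAMP.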
WRN helicase inh = qHTS for Inhibitors of WRN Helicase; Bifunctional 3'-5' exonuclease/ATP-dependent helicase WRN (Homo sapiens), Q14191; WRN helicase unwinding, fluorescent forked duplex, kinetic; Potency, µM (top dose mostly 114 µM), inactives show at the top dose activity change, negative = inhibition, actives largely listed as inhibitors; actives 0.46% (n = 360,000); AID 651768, 2012; also: potency is read from the fitted curve at half-maximal effect; % is scaled to controls: 0 for no effect and ±100 for the full control effect; nearly all actives have a fitted effect of over 55% in size
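WRN at 20 nM final preincubated with compound 15 min at room temperature; reaction started with 100 nM fluorophore/quencher forked duplex oligonucleotide and 2 mM ATP final. Unwinding followed kinetically by red fluorescence (ex 525, em 598 nm).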
EPAC1 antag = qHTS for Antagonist of cAMP-regulated guanine nucleotide exchange factor 3 (EPAC1): primary screen. EPAC1 GEF assay, Rap1b-BODIPY-GDP exchange fluorescence. actives 0.14% (n = 360,000). AID 720709, 2013. Rap guanine nucleotide exchange factor 3 (Homo sapiens), O95398. Potency, µM (series often up to 115 µM), inactives show at the top dose activity change, negative = inhibition, most hits filed as inhibitors;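 also: potency is read from the fitted curve at half-maximal effect; plate controls were vehicle for no effect and positive control for full effect; nearly all actives have a fitted effect of over 50% in size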
* hit, by the source's call; ? = inconclusive; nt = no result given; [ ] = another dose, or the depositor's remark. Unless noted, calls follow the shape of the dose curve; as a rule, active = well fitted curve in the direction sought with a large enough effect; inconclusive = small, poorly fitted or top-dose-only effect, or another doubt; inactive = no such curve, though single readings can be large; an effect the other way counts as inactive or inconclusive. The list is partial; the hit share may differ from the screen's.

SMILES | EPAC2 antag | PLK1 PBD inh | MmCpn inh | PI5P4K alpha inh | CCT chaperon mod | EPAC1 agonist | WRN helicase inh | EPAC1 antag
CC(C)c1nnc(NC(=O)c2ccc(N3C(=O)CCC3=O)cc2)s1 | 16% | 3% | -2% | 7 | -0.1 | -10% | -6% | -7%
Cc1ccc2[nH]c3c(c2c1)CCc1cn[nH]c1-3 | -5% | -15% | -3% | nt | -1.4 | 18% | -25% | 0%
CCc1ccc(NC(=O)C(=O)NCCN2CCN(C(=O)c3ccc(OC)cc3)CC2)cc1 | 2% | -2% | nt | -14 | 1.6 | -7% | 5% | 0%
Cc1ccc(Nc2nnc(SCn3nnc4ccccc4c3=O)s2)cc1 | 13% | -9% | 2% | -12 | 4.0 | 8% | -9% | -12%
CCOC(=O)C(Cc1c[nH]c2ccccc12)NC(=O)CNC(C)=O (stereo not drawn) | -2% | -5% | 0% | nt | -2.7 | -4% | -1% | 1%
CCOC(=O)c1cc(C#N)c(SCC(N)=O)[nH]c1=O | 10% | -2% | -4% | -24 | -1.3 | 4% | -18% | 5%
Cc1ccc2cc(CNC(C)(C)C)c(=O)[nH]c2c1 | 2% | -8% | 2% | -17 | -1.3 | -13% | 10% | -1%
CC1=Nc2cc(C(=O)NCCCN3CCOCC3)ccc2Sc2c(C)ccc(C)c21 | -12% | -2% | 2% | 11 | 0.8 | 14% | -8% | 2%
O=C(CN1C(=O)/C(=C\c2ccc(C(F)(F)F)cc2)Sc2ccccc21)NCc1ccco1 | -19% | -4% | 0% | 2 | 1.1 | -5% | -21% | ?
CCN(CC)C(=O)c1nc[nH]c1C(=O)N1CCN(C(=O)OC(C)(C)C)CC1 | 5% | -13% | -2% | -6 | -0.1 | 2% | 0% | -15%
CCC(=O)NC(c1cccc([N+](=O)[O-])c1)c1c(OC(C)=O)ccc2ccccc12 (stereo not drawn) | 10%[57.1 µM] | -4% | 4% | -3 | -1.8 | 4% | -2% | 2%
CCc1nn(C(C)C(=O)N2CCc3ccccc3C2)c(=O)c2cc3occc3n12 (stereo not drawn) | -1% | -7% | -5% | -8 | -0.8 | 5% | -1% | ?
CC(=O)Oc1ccc(Cn2c(C)c(C(=O)NC3CC3)sc2=O)cc1 | 10% | 0% | nt | 2 | -5.5 | -19% | 5%[57.1 µM] | -16%
COc1ccc(CC(=O)NCc2cccs2)cc1OC | 7% | -5% | 0% | 2 | -3.0 | -1% | 5% | 6%
CCOC(=O)c1c(C)[nH]c(C(=O)CN2C(=O)C(=O)N(CC(C)C)C2=O)c1C | -2% | -9% | 1% | -11 | 1.5 | -18% | 5% | -9%

Results in MmCpn inh (4 entries from above):
| SMILES | MmCpn inh |
| --- | --- |
| CCOC(=O)C(Cc1c[nH]c2ccccc12)NC(=O)CNC(C)=O (stereo not drawn) | 0% |
| CCOC(=O)c1cc(C#N)c(SCC(N)=O)[nH]c1=O | -4% |
| Cc1ccc2cc(CNC(C)(C)C)c(=O)[nH]c2c1 | 2% |
| CC1=Nc2cc(C(=O)NCCCN3CCOCC3)ccc2Sc2c(C)ccc(C)c21 | 2% |

Returning to the listing, starting 2 compounds before the break.
SMILES | EPAC2 antag | PLK1 PBD inh | MmCpn inh | PI5P4K alpha inh | CCT chaperon mod | EPAC1 agonist | WRN helicase inh | EPAC1 antag
COc1ccc(CC(=O)NCc2cccs2)cc1OC | 7% | -5% | 0% | 2 | -3.0 | -1% | 5% | 6%
CCOC(=O)c1c(C)[nH]c(C(=O)CN2C(=O)C(=O)N(CC(C)C)C2=O)c1C | -2% | -9% | 1% | -11 | 1.5 | -18% | 5% | -9%
NCC1OC(n2cnc3c(N)ncnc32)CC1O (stereo not drawn) | -5% | -9% | nt | -6 | 1.1 | 5% | 0% | 3%
Cc1cc(C(=O)Nc2ccc(Nc3ccccc3)cc2)ccc1[N+](=O)[O-] | -5% | 3.4µM* | 0% | -27 | 2.1 | 2% | ? | -12%
O=C(Nc1cccc(C(=O)N2CCOCC2)c1)C1CCCCC1 | -5% | nt | nt | 4 | nt | -3% | 6% | 6%[57.5 µM]
Cc1ccc(C(=O)c2c[nH]c3c(F)cc(F)cc3c2=O)cc1 | -4% | -6% | -1% | -2 | -1.9 | -6% | ? | 3%
O=C(Nc1ccc(F)cc1)C1CCN(S(=O)(=O)c2ccc3[nH]c(=O)oc3c2)CC1 | 4% | -17% | 3% | 3 | 1.4 | 5% | -2% | -6%
FC(F)(F)c1cccc(N2CCN(C(=S)NC3CCCCC3)CC2)c1 | -5% | 5% | -2% | -1 | 1.2 | -5% | -14% | -18%
COc1cc(CN(C(=S)NCC(=O)NC2CCCC2)C2CCCC2)cc(OC)c1OC | -2% | -6% | 0% | 2 | -3.6 | -7% | 4% | 1%
Cc1ccc(NC(=O)Nc2ccc(Cl)cn2)cc1 | -7% | 2% | 2% | 7 | -0.5 | -1% | -8% | -8%
COc1ccc2c(c1)[n+](=O)c(C(C)=O)c(C)n2[O-] | 7% | ? | -6% | -22 | 0.0 | 1% | -9% | 6%
Cc1ccc(/C=C/C(=O)Nc2ccncc2)o1 | -2% | -20% | 2% | -20 | -0.6 | 6% | -6% | -11%
O=C(CCn1c(=O)[nH]c2ccsc2c1=O)N(CCc1ccccc1)Cc1ccccc1 | 5% | -8% | 0% | 0 | 1.4 | 14% | -12% | -12%
COc1ccc(/C=C/C(=O)NC(C)CCc2ccccc2)cc1 (stereo not drawn) | -13% | -3% | 2% | 10 | -2.2 | 13% | -10% | -6%
CCn1nc(C)c(CN2CCCC(CO)(Cc3ccccc3)C2)c1C (stereo not drawn) | -8% | -19% | 0% | 6 | -2.3 | -1% | -8% | -10%
CCOC(=O)C1=CCN(S(=O)(=O)c2ccc(C)cc2)C1c1ccccc1 (stereo not drawn) | 5% | -8% | nt | 10 | -0.2 | 11% | -10% | -4%
O=C(/C=C/c1ccccc1)Oc1cccc(C(=S)N2CCOCC2)c1 | 2% | -2% | -3% | 11 | 0.3 | 1% | -3% | -20%
COC(=O)/C(C#N)=C1/C=Cc2ccccc2N1 | 14% | 0% | -3% | 0 | -2.3 | -5% | -12% | 2%
COc1ccc(CNC(=O)CCN2C(=O)c3ccccc3C2=O)cc1 | -4% | 2% | 2% | 0 | 0.9 | -4% | -4% | 24%
Cc1onc(-c2ccccc2)c1C(=O)N[C@@H]1C(=O)N2C1SC(C)(C)[C@@H]2C(=O)O (stereo partly drawn) | -11% | -2% | nt | 9 | -1.4 | 10% | -7% | 10%
N#Cc1c(N)nc2c(c1-c1cccnc1)CCCCC2 | 10% | -1% | 2% | nt | 2.5 | -2% | 10% | 15%
CCOc1ccccc1C(=O)NCC(=O)OCC(=O)N1C(C)CCCC1C (stereo not drawn) | 5% | 1% | 0% | 8 | -0.5 | -2% | -15% | 6%
CCOc1ccc(NCc2nnc(SCc3ccccc3Cl)n2-c2ccccc2)cc1 | -4% | -2% | 0% | nt | -0.5 | 3% | -8% | -2%
CNC[C@@H]1Oc2c(NS(C)(=O)=O)cccc2C(=O)N([C@@H](C)CO)C[C@H]1C | 2% | -3% | 1% | 2 | -5.4 | 3% | 10% | 12%
NS(=O)(=O)c1cccc(NC(=O)CN2CCC(Cc3ccccc3)CC2)c1 | -9% | 3% | 2% | -1 | 1.4 | 7% | -16% | -15%
COc1cccc(-c2c(C(=O)N/N=C/C3CC=CCC3)nnn2-c2nonc2N)c1 (stereo not drawn) | -8% | -21% | -1% | 2 | -1.4 | 3% | 3% | -15%
COc1ccccc1CNC(=O)[C@H](NC(=O)C1CCN(C(=O)[C@@H](N)CCSC)CC1)C(C)C | -2% | 2% | -8% | 2 | 0.6 | -14% | -5% | -19%
S=C(NCCSCc1ccccc1Cl)Nc1ccccc1 | -7% | -11% | 2% | 0 | -1.9 | 16% | -18% | -9%
Cc1ccc(C)c(NC(=O)c2ccc[n+](Cc3ccc([N+](=O)[O-])cc3)c2)c1 | -7% | -5% | 0% | -9 | -2.0 | 4% | -8% | 1%
COc1ccc(NC(=O)Nc2ccc(Br)cn2)cc1 | 8% | -2% | 1% | 0 | 0.8 | 5% | 2% | 12%
COc1ccc2[nH]c(=O)c(-c3nnn(-c4ccccc4)n3)cc2c1 | -7% | -6% | nt | -14 | 0.7 | -13% | 5% | 3%
CSc1ccccc1NC(=O)COC(=O)CCc1ccccc1 | -6% | -4% | 3% | -4 | -0.9 | 10% | 0% | 1%
COc1ccc(NS(=O)(=O)c2cc3c(cc2C)N(C(C)=O)CCO3)cc1 | 13% | -3% | 2% | -4 | -2.0 | 6% | 6% | -4%

Ordered by SMILES length (high to low): some entries from above.
SMILES | EPAC2 antag | PLK1 PBD inh | MmCpn inh | PI5P4K alpha inh | CCT chaperon mod | EPAC1 agonist | WRN helicase inh | EPAC1 antag
Cc1ccc(C)c(NC(=O)c2ccc[n+](Cc3ccc([N+](=O)[O-])cc3)c2)c1 | -7% | -5% | 0% | -9 | -2.0 | 4% | -8% | 1%
CCOc1ccc(NCc2nnc(SCc3ccccc3Cl)n2-c2ccccc2)cc1 | -4% | -2% | 0% | nt | -0.5 | 3% | -8% | -2%
S=C(NCCSCc1ccccc1Cl)Nc1ccccc1 | -7% | -11% | 2% | 0 | -1.9 | 16% | -18% | -9%
